SDO1 yeast rescue = growth rescue of sdo1-depleted yeast, primary screen, S. cerevisiae, bone marrow failure model; 140,000 tested, 0.21% active; S. cerevisiae sdo1-depleted JHY4D growth rescue, OD600 30 h; stronger effect = higher value; pdr5 snq2 efflux-pump mutant strain; z-score at 10 µM;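 active means z-score above 3 at both the 24 hr and the 30 hr optical density reads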;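 further: z-score against mean and SD of all compound wells on the same plate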
Insulin prom inh = inhibitors of insulin promoter-driven GFP, primary screen, imaging, TRM-6 cells (human fetal islet line), eGFP reporter, cell count; reporter expression induced with tamoxifen; inhibition, % at 2 µM; 130,000 tested, 0.9% active; AID 1273, 2008;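 active means inhibition above the mean plus 3 SD, with well images judged a real hit on visual review, cut at about 60% in these data, passing the limit was not always enough; inconclusive means inhibition over the cutoff but images rejected on review; inactive means inhibition not above the cutoff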
SDO1 yeast rescue Rescue 24 h = recorded beside SDO1 yeast rescue, whose call it bears; z-score; S. cerevisiae sdo1-depleted JHY4D growth rescue, OD600; measured here: growth rescue at 24 h;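 0 is the plate mean of compound wells and units are plate SD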
An asterisk follows results filed as active; ? = inconclusive; / = no result given.

Molecule,SDO1 yeast rescue,SDO1 yeast rescue Rescue 24 h,Insulin prom inh
CN(CC(=O)Nc1ccc2c(c1)OCCO2)S(=O)(=O)c1ccc(Br)s1,-1.6,-0.69,52
N#Cc1c(NCCN)nc(NCc2ccccc2)c2c1CCN(Cc1ccccc1)C2,/,/,14
CC#CCCC(=O)N1C=Cc2ccccc2C1C#N (stereo unspecified),0.04,-0.35,-71
Cc1nn(S(=O)(=O)N2CCCCC2)c(C)c1Br,1.2,2,47
COc1ccc(CN2C(=O)CN=C2Nc2cccc(C)c2C)cc1,-0.01,-0.39,/
CC(C)CNC(=O)C1CCN(Cc2ccc(OCc3ccccc3)cc2)CC1,-0.44,0.04,-41
CC(C)c1nc(SCC(=O)Nc2nc3c(s2)CCCC3)c2ccccc2n1,-2.3,-1.6,46
COc1ccc(C(C)=O)cc1COC(=O)CNC(=O)c1ccc(Cl)cc1,0.34,0.72,/
COCCCNc1nc2c(-c3cccc(C)c3)nnn2c2ccccc12,/,/,50
O=C(COC(=O)/C=C/c1ccc2c(c1)OCO2)Nc1ccc(S(=O)(=O)N2CCCC2)cc1,-1.3,-1.7,-3
NC(=O)CSc1nnc2ccc(-c3ccc(Cl)cc3)nn12,/,/,37
CC(=O)c1ccc(N=Cc2c(O)n(-c3cc(Cl)ccc3N3CCOCC3)c(=O)c3ccccc23)cc1,-1.3,-1.1,46
Cc1c(Cl)cccc1NC(=O)c1cc(C2CC2)on1,0.37,-0.19,/
COCCn1c(SCC(=O)NCc2ccco2)nnc1-c1c[nH]c2ccccc12,0.26,0.22,/
COc1ccc2c(c1)nc(SCC(C)O)n2C (stereo unspecified),1,1.7,-17
O=C(CNc1ccccc1)N/N=C/c1ccc2c(c1)OCCO2,0.18,0.07,31
Cc1c(NC(=O)/C(C#N)=C\c2cccs2)c(=O)n(-c2ccccc2)n1C,1.4,1.1,/
CC1CCCN(c2ccc(/C=C(\C#N)c3nn(-c4ccccc4)c(N)c3C#N)cc2[N+](=O)[O-])C1 (stereo unspecified),-0.52,-0.82,/
CCN(CC)c1ccc(/C=N/Nc2cccc(C)c2)c(O)c1,-0.4,-0.67,/
CN(C)c1nc(N(C)C)n(C(=O)c2ccc(F)cc2)n1,/,/,7
Cn1c(NCc2cccs2)nc2ccccc21,0.36,0.08,24
CCC(C)(C)n1nnnc1C(c1ccccn1)N1CCOCC1 (stereo unspecified),0.86,1.2,-3
Brc1csc(/C=N/Nc2nc3ccccc3s2)c1,-1.2,-0.6,42
CCC1=NN2C(=N)/C(=C\c3cccn3-c3ccc(Cl)cc3)C(=O)N=C2S1,/,/,6
Cc1cc2c(=O)n(CC(=O)N3CCN(c4ccc(F)cc4)CC3)cnc2s1,0.01,-0.23,42
COc1ccc(S(=O)(=O)Cc2ccc(C(=O)N3CCN(c4ccccn4)CC3)o2)cc1,-0.74,-1.2,/
Cn1c(C(=O)N2CCCC(C(=O)NCCCSC3CCCCC3)C2)cc2sccc21 (stereo unspecified),-0.69,0.14,/
CC1=NCCN1S(=O)(=O)c1cc([N+](=O)[O-])ccc1Cl,/,/,-5
COc1ccc2c(c1)nc(SCC(=O)C(C)(C)C)n2C,0.38,-0.49,/
Cc1cccc(NC(=O)CSc2nc3nc(C)cc(C)c3c(=O)[nH]2)c1,-0.03,-0.5,-3
O=C(O)/C(=C\c1ccc(Br)cc1)c1ccc(S(=O)(=O)N2CCCCC2)s1,0.87,0.28,/
COc1ccc(-c2cc(C(=O)NC(Cc3c[nH]c4ccccc34)C(=O)O)c(C)o2)cc1OC (stereo unspecified),1.3,-0.71,0
COC(=O)Cc1cc(=O)oc2c(C)c(O)ccc12,0.6,0,0
O=C(NC1CCCCC1)C1CCC(CNS(=O)(=O)c2cccc3nsnc23)CC1 (stereo unspecified),0.69,0.85,/
Clc1ccc(-c2nn3c(-c4ccccc4)nnc3s2)cc1,-0.47,0.28,-19
CC(=O)Nc1ccc(C(=O)CSc2nnc(Cn3nnc4ccccc43)n2C)cc1,0.66,-0.43,/
COc1ccc(C(=O)NC(Oc2ccccc2)C(Cl)(Cl)Cl)cc1 (stereo unspecified),1.2,2.7,16
OCCNCC12CC3CC(CC(C3)C1)C2,/,/,-147
CC(C)c1ccc(O)c(N)c1,0.66,0.01,/
O=C(CS(=O)c1cccc(C(F)(F)F)c1)Nc1ccc(Cl)cc1Cl (stereo unspecified),-0.6,-0.38,-65
CCOC(=O)c1sc(NC(=O)CSc2n[nH]c(-c3ccccc3)n2)c(C#N)c1C,-1.1,-0.79,/
O=C1CCCC2=C1C(c1ccccc1)n1c(s/c(=C/c3cccc(F)c3)c1=O)=N2 (stereo unspecified),-0.39,1.7,-11
O=c1c(Cl)c(N2CCN(c3ccc(F)cc3)CC2)cnn1-c1nc2ccccc2s1,-0.81,-0.34,2
COc1ccc(/C=N/Nc2nc3ccccc3o2)cc1O,0.37,0.33,-11
Cc1nnc(SCC(=O)Nc2ccccc2)[nH]c1=O,0.15,0.05,31

Gathered by group: those above containing a furan ring, fused or not
Molecule,SDO1 yeast rescue,SDO1 yeast rescue Rescue 24 h,Insulin prom inh
COCCn1c(SCC(=O)NCc2ccco2)nnc1-c1c[nH]c2ccccc12,0.26,0.22,/
COc1ccc(S(=O)(=O)Cc2ccc(C(=O)N3CCN(c4ccccn4)CC3)o2)cc1,-0.74,-1.2,/
COc1ccc(-c2cc(C(=O)NC(Cc3c[nH]c4ccccc34)C(=O)O)c(C)o2)cc1OC (stereo unspecified),1.3,-0.71,0

Additional results:
Molecule,SDO1 yeast rescue,SDO1 yeast rescue Rescue 24 h,Insulin prom inh
CC(C)(C)OC(=O)N1CCCC(C(=O)CC#N)C1 (stereo unspecified),0.86,0.08,/
COC(=O)c1cccc(NC(=O)/C(=C\c2ccccc2)NC(=O)c2ccccc2Cl)c1,-1,-0.53,-29
CC1(C)Oc2ccc(C(=O)NN)cc2NC1=O,/,/,21
COc1ccc(NC(=O)c2ccc(-c3ccc(C)c4ccccc34)o2)cc1,-1.3,-0.96,14
CC1CCN(C(=O)CSc2ccc(-c3ccccc3)nn2)CC1,/,/,-14
CCOC(=O)CSc1nnc([C@H](CC(C)C)NC(=O)OC(C)(C)C)o1,-0.98,-0.96,-17
CCc1ccc2[nH]c(=O)c(C(c3nnnn3Cc3ccc(OC)cc3)N3CCOCC3)cc2c1 (stereo unspecified),-0.3,-0.48,-9
N#CC(C(=O)NC1CC1)c1nc2ccccc2nc1N1CCN(C/C=C/c2ccccc2)CC1 (stereo unspecified),-2.6,-1.8,-3
CC(=O)NC(Cc1ccc(C)cc1)C(=O)NC1CCN(C(=O)c2ccc([N+](=O)[O-])cc2)CC1 (stereo unspecified),0.69,-0.2,/
CO/N=C(\c1nonc1N)N1CCN(c2ccc([N+](=O)[O-])cc2Cl)CC1,-0.85,-0.03,6
On1nnc2ccc3ccccc3c21,0.27,0.37,/
Clc1ccc(-c2nnc3n2CCCC3)cc1,1.5,1.4,-9
O=C(NCc1ccccc1)c1ccc2nc(-c3ccco3)c(-c3ccco3)nc2c1,-0.11,0.23,22
NS(=O)(=O)c1ccc(NC(=O)CCC2CCCCC2)cc1,0.73,0.92,-29
CCOc1ccc2nc(SCc3cccc(C)c3)nc(C)c2c1,-0.86,-0.5,/
N/C(Cc1cccs1)=N\OC(=O)COc1ccccc1,-0.1,-0.54,-29
N#C/C(=C\c1ccco1)C(=O)Nc1cccc2ncccc12,-0.82,-1.4,-71
O=C(CCc1c[nH]c2ccccc12)NCc1ccc2c(c1)OCO2,0.5,0.41,62
CC1=[N+](C)N(c2ccccc2)C(=O)C1N=Cc1c(Cl)cccc1Cl (stereo unspecified),0.25,-0.24,/
CCn1c(SCC(=O)Nc2cccc(C)n2)nnc1-c1ccco1,0.38,-0.27,39
O=C(CN(C(=O)CCC(=O)Nc1nccs1)c1ccc2c(c1)OCO2)NCC1CCCO1 (stereo unspecified),0.97,0.86,0
Cc1ccc(N=C2SC(C(=O)O)CC(=O)N2C)cc1C (stereo unspecified),/,/,43
Cc1cc(C(=O)NCCCc2ccccc2)no1,0.65,1.1,-19
CC(C)(C)c1ccc(C(=O)Nc2ccc(Cl)cc2)cc1,0.62,0.33,/
COc1ccc(N(Cc2cc3cc(OC)ccc3[nH]c2=O)S(C)(=O)=O)cc1,-0.4,-0.82,17
O=C(NC12CC3CC(CC(C3)C1)C2)N1CCC(O)CC1,0.48,-0.24,-289
CCCc1cc(=O)[nH]c(SCc2csc(-c3ccccc3)n2)n1,-2,-2,53
COc1ccc(OC)c(C2C(C(=O)c3cc4ccccc4o3)=C(O)C(=O)N2c2cc(C)on2)c1 (stereo unspecified),1.7,-0.33,/
Cc1cccc(N2CCN(C(=O)C3(S(=O)(=O)c4ccc(Cl)cc4)CC3)CC2)c1C,/,/,-53
O=S(=O)(c1cccc2cccnc12)N1CCc2ccccc21,-0.76,-0.56,/
O=C(NCCOC(=O)c1ccc(C(=O)OCCNC(=O)c2ccccc2)o1)c1ccccc1,1.8,2.2,23
Cc1sc2nc(C(C)Nc3ccccc3N3CCOCC3)[nH]c(=O)c2c1C (stereo unspecified),-1.9,-1.5,-36
CCOc1ccc(S(=O)(=O)Nc2ccncc2)c(C)c1C,/,/,?
Cc1cccc(-c2cc(C(=O)N3CCCc4ccccc43)c3ccccc3n2)c1,-1.6,-1.7,6
c1ccc(COc2ccc(Nc3ncnc4nc[nH]c34)cc2)cc1,-1.8,-1.7,/
CCNC(=S)N(CCc1ccccc1C)Cc1cc2cc(OC)c(OC)cc2[nH]c1=O,-0.35,-0.5,-19
CSc1cccc(NC(=S)N(Cc2ccccc2)Cc2ccccn2)c1,/,/,-67
O=C(CN1CCSc2ccccc21)NCCCc1ccccc1,/,/,-7
CCOC(=O)CSc1nn(C)c(=S)s1,0.76,0.41,/
COc1ccccc1NS(=O)(=O)c1cc(Cl)ccc1OC,-1.3,-1.9,-51
Cc1c(C(=O)Oc2cccc3cccnc23)cccc1[N+](=O)[O-],/,/,-63
CCOC(=O)N1CCN(C(=O)C2CCN(S(=O)(=O)c3ccc(Br)s3)CC2)CC1,-1.4,-1.1,0
COc1cc(C)nc(N2CCC(C(=O)NC3CCCCC3)CC2)n1,0.16,0.31,-3
O=C(CCC(=O)Nc1ccccc1Cl)NNC(=O)c1ccco1,-0.26,-0.93,/
COC(=O)c1ccc(=O)n(Cc2ccc3c(c2)OCO3)c1,-1.2,-0.07,/
CC(C)NC(=O)c1onc(CSc2ccc(F)cc2)c1C(=O)O,0.07,-0.24,89*
COc1ccccc1NC(=O)C1CCCN(c2cc(C)nc3ncnn23)C1 (stereo unspecified),0.8,-0.71,-200
Cn1cnnc1Sc1nc2c(c(=O)n(C)c(=O)n2C)n1C,/,/,43
Cc1n[nH]c(C)c1S(=O)(=O)N1CCc2ccccc21,-0.87,-0.34,/
Cc1ccc(P(C)(=O)c2ccc(C)cc2)cc1,-0.25,-1.1,-467
CCOC(=O)c1cc(C#N)c(Oc2ccc(F)cc2)nc1-c1ccccc1,0.32,0.71,-48
Cc1ccc(C)c2[nH]c(=O)c(C(c3nnnn3Cc3ccccc3)N3CCc4ccccc4C3)cc12 (stereo unspecified),-1.7,-1.3,3
COc1cccc(C(=O)N2CCOCC2)c1,/,/,65*
COC(=O)c1cc(Cl)c(NC(=O)c2ccc(F)cc2)cc1OC,1.9,1.8,-19
Cc1ccc(-c2nnc(SCC(=O)Nc3ccccc3N3CCOCC3)o2)cc1,-0.63,-0.45,48
COc1ccc(Cl)cc1C(=O)Nc1cccc(-c2ccc3nncn3n2)c1,/,/,-17
COc1ccc(C2C(C(=O)Nc3cc(OC)c(OC)c(OC)c3)c3ccccc3C(=O)N2C)cc1OC (stereo unspecified),/,/,-20
CSc1nnc(-c2ccncc2)n1CCCN1CCCC1=O,/,/,31

Quoted at random: 4 compounds from above, in no set order.
Molecule,SDO1 yeast rescue,SDO1 yeast rescue Rescue 24 h,Insulin prom inh
COc1ccc(Cl)cc1C(=O)Nc1cccc(-c2ccc3nncn3n2)c1,/,/,-17
Cc1ccc(-c2nnc(SCC(=O)Nc3ccccc3N3CCOCC3)o2)cc1,-0.63,-0.45,48
COc1cccc(C(=O)N2CCOCC2)c1,/,/,65*
CSc1nnc(-c2ccncc2)n1CCCN1CCCC1=O,/,/,31

Rows were taken by chance; about 0.99% have a hit in one of these screens.
